AMA1-RON2 inh: inhibitors of Plasmodium falciparum AMA1-RON2 interaction; 360,000 tested, 0.2% active; AlphaScreen AMA1-biotinylated RON2 peptide binding; Potency, µM (titrated, usually from 58.2 µM), without a hit: top-dose activity change, negative = inhibition, most hits filed as inhibitors;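 further: potency means the concentration at half of the fitted maximal effect; 0% = vehicle wells and -100% = peptide control; nearly all actives have a fitted effect of over 45% in size; some results filed as inactive show a strong effect at the top dose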
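AMA1 (3D7) with his tag at 25 nM final met compounds first, then biotinylated RON2 peptide at 25 nM; detection used donor plus acceptor beads, 10 µg/mL apiece, read by AlphaScreen after 30 min at room temperature.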
TbPYK inhibitor: T. brucei pyruvate kinase inhibition | Q57TT1 | TbPYK enzyme, Kinase-Glo Plus ATP luminescence, 45 min | Potency, µM (series often up to 76.8 µM), without a hit: at the top dose activity, negative = inhibition, actives largely listed as inhibitors | 410,000 tested, 0.12% active | AID 624173; further: potency means the concentration at half of the fitted maximal effect; nearly all actives have a fitted effect of over 50% in size
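Luminescent Kinase-Glo Plus end-point after 45 min room-temperature reaction of T. brucei pyruvate kinase started with 130 uM ADP (final). Buffer TEA 50 mM pH 7.2 with KCl, MgCl2, BSA, Tween-20; titration-based qHTS with fitted concentration-effect curves.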
HCV inhibitor: inhibitors of hepatitis C virus infection. Huh7.5.1 HCVcc-Cre infection, luciferase reporter, 44 h. Potency, µM (doses to about 41.8 µM), without a hit: top-dose activity change, negative = inhibition, usual class: inhibitors. 340,000 tested, 3.4% active. AID 651820; further: potency means the concentration at half of the fitted maximal effect
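Antiviral activity was scored by luciferase reporter output from cells infected with HCVcc-Cre (~0.5 moi) in presence of compound, 44 h infection period, cells seeded 1,000/well 4 h prior.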
AmpC inh detg: blocks E. coli AmpC beta-lactamase in detergent assay; P00811; AmpC hydrolysis of nitrocefin, absorbance 480 nm, 0.01% Triton; Potency, µM (doses to about 114 µM), for the others: top-dose activity change, negative = inhibition, actives largely listed as inhibitors; 370,000 tested, 0.041% active;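 further: potency means the concentration at half of the fitted maximal effect; 0% = no-compound wells and -100% = no-enzyme wells; nearly all actives have a fitted effect of over 25% in size; some results filed as inactive show a strong effect at the top dose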
Target sequence (P00811 whole entry, looked up): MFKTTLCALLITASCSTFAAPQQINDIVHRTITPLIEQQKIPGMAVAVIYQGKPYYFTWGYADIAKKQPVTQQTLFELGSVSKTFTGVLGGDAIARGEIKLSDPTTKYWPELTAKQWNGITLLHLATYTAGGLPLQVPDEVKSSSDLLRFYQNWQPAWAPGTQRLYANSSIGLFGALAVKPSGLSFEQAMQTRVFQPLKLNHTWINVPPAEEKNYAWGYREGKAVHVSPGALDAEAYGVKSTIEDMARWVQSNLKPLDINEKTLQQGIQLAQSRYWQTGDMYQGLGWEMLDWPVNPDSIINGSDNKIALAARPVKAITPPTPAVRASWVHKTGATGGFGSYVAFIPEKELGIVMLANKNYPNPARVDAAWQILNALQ
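20 mM phosphate pH 7.0 + 0.01% (detergent screen) or 0.0001% Triton X-100; 5.3 nM AmpC reagent; cpd preinc 15 min RT; nitrocefin (800 uM stock) to start; A480 q20 s × 4 min; Activity was normalised to no-enzyme and no-compound control wells.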
LmPK inhibitor: LmPK (Leishmania mexicana) enzyme inhibition. Q27686. purified LmPK, Kinase-Glo ATP luminescence, 1 h. Potency, µM (series often up to 57.5 µM), without a hit: at the highest dose activity change, negative = inhibition, usual class: inhibitors. 290,000 tested, 0.37% active; further: potency means the concentration at half of the fitted maximal effect
Target sequence (Q27686 whole entry, looked up): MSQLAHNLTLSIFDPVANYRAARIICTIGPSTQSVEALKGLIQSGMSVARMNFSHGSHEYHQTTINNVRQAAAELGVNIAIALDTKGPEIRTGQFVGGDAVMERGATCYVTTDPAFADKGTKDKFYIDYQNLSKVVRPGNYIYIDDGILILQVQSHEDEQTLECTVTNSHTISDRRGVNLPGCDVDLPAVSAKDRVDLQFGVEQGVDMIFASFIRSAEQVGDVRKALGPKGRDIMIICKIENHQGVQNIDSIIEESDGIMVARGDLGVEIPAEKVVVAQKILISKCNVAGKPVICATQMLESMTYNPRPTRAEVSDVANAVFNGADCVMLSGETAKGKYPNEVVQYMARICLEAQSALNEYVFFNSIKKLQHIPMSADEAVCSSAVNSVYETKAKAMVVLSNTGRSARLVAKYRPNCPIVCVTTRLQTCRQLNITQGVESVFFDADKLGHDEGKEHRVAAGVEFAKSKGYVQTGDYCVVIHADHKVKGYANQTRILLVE
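Kinase-Glo luminescence read after 1 h RT reaction of 0.1 nM LmPK with 0.5 mM PEP and 0.1 mM ADP. Activity scaled between uninhibited and enzyme-free controls.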
HCMV antiviral: human cytomegalovirus inhibition; 410,000 tested, 4.5% active; activity change, negative = inhibition, % at 57.5 µM; HFF cells, HCMV-luciferase reporter, 72 h; active compounds read low; in the data active means activity change below about -60%; inconclusive means no clear call, values can overlap the other calls; inactive means above about -39%
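Human foreskin fibroblasts infected with luciferase-reporter HCMV at MOI 1 PFU/cell, compounds at two doses. Luciferase measured 72 h post infection; normalized to buffer-only basal and Salinomycin (10uM) controls.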
AmpC inh no detg: blocks E. coli AmpC beta-lactamase in detergent-free assay; P00811; Potency, µM (top dose mostly 57.1 µM), for inactives: top-dose activity change, negative = inhibition, usual class: inhibitors; 330,000 tested, 0.52% active; AmpC nitrocefin hydrolysis, absorbance 480 nm, 0.0001% Triton;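 further: potency means the concentration at half of the fitted maximal effect; plate controls were no compound for no effect and no enzyme for full effect; nearly all actives have a fitted effect of over 20% in size; some results filed as inactive show a strong effect at the top dose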
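20 mM phosphate pH 7.0 + 0.01% (detergent screen) or 0.0001% Triton X-100; 5.3 nM AmpC reagent; cpd preinc 15 min RT; nitrocefin (800 uM stock) to start; A480 q20 s × 4 min; Activity was normalised to no-enzyme and no-compound control wells.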
Active calls of the source: *; ? = inconclusive; . = not tested or not shown; & = joins results of further samples; [ ] = dose if it differs, or a comment. Unless noted, the call rests on the fitted dose curve; in most records, active means well fitted curve in the direction sought with a large enough effect; inconclusive means small, poorly fitted or top-dose-only effect, or another doubt; inactive means no such curve, though single readings can be large; an effect the other way counts as inactive or inconclusive. Unless noted, on the % scale 0 is the no-effect control and ±100 the full control effect.

| nr | SMILES | AMA1-RON2 inh | TbPYK inhibitor | HCV inhibitor | AmpC inh detg | LmPK inhibitor | HCMV antiviral | AmpC inh no detg |
| --- | --- | --- | --- | --- | --- | --- | --- | --- |
| 1 | O=C(Cn1c(=O)cnc2ccccc21)NC1CCC(O)CC1 (stereo not drawn) | -6% | 2% | 3% | 0% | . | -30 | -14% |
| 2 | COc1nc(N(C)S(=O)(=O)c2ccc(C)cc2)nc(C)c1Cl | 7% | 0% | ? | -14% | 5% | -61* | -8% |
| 3 | Cc1cccc(N=Cc2cc(Br)cc(Cl)c2O)c1 | 24% | 7% | -29% | -1% | 7%[11.5 µM] | 26 | ? |
| 4 | Cc1ccccc1NC(=O)C1CCCN(S(=O)(=O)c2cccc3cccnc23)C1 (stereo not drawn) | 14% | 1% | 7% | ? | -1% | 9 | 5µM* |
| 5 | CCCCP(=O)(CCCC)Cc1ccccc1 | -29% | -15% | 7% | ? | 1% | -4 | -3% |
| 6 | CCCCc1nc2cc(C(=O)NCCc3c(C)n[nH]c3C)ccc2o1 | -5% | -3% | -9% | . | . | -4 | . |
| 7 | COc1ccccc1N1CCN(C(=S)Nc2ccccc2)CC1 | -5%&-12% | -22%&1% | 3% | ? | 3% | -11&-31 | 10% |
| 8 | O=C(NC1=NCCS1)C1CCN(S(=O)(=O)c2ccc(Cl)cc2)CC1 | 0% | -10% | 13% | 4% | . | 37 | -17% |
| 9 | CCc1noc(C)c1C(=O)OC(C)C(=O)Nc1ccc2c(c1)OCO2 (stereo not drawn) | 2% | 4% | -1% | -1% | . | 23 | -5% |
| 10 | CCN(C[C@H]1N[C@@](CC)(C(=O)OC)[C@H]2C(=O)N(Cc3ccccc3)C(=O)[C@@H]12)C(=O)COC | 4% | 1% | 5%[8.37 µM] | . | . | -6 | -2% |
| 11 | Cc1cccc(NC(=O)COC(=O)c2ccc3c(c2)OCO3)c1C | -10% | 4% | 15% | 3% | 6% | 13 | -22% |
| 12 | COc1ccccc1-n1c(-c2cccnc2)n[nH]c1=S | -8% | ? | 5% | 0% | 14µM* | -37 | -8% |
| 13 | Cc1nn(-c2ccccc2)c(C)c1NS(=O)(=O)c1ccccc1 | 3% | 1% | 2% | -7% | -2% | -31 | -42% |
| 14 | CCN1CCc2c(sc(NC(=O)c3ccc(C(=O)c4ccccc4)cc3)c2C(N)=O)C1 | -4% | 11% | ? | -4% | 8% | -7 | 99%[activator] |
| 15 | Cc1cccc(S(=O)(=O)N/N=c2\sc3ccccc3n2C)c1 | -1% | -1% | 9% | -2% | 1% | ? | -20% |
| 16 | CC(=O)c1ccc(OCCCC(=O)Nc2ccc(Cl)c(S(=O)(=O)N3CCOCC3)c2)cc1 | -4% | 2% | 2.5µM* | . | . | -79* | . |
| 17 | COc1cc(O)c(C(C)=O)c(OC)c1 | 1% | -3% | 10% | . | . | ? | . |
| 18 | O=C(NN=Cc1cc(=O)[nH]c(=O)[nH]1)c1ccncc1 | 42%[activator] | 5% | 39%[activator] | . | . | -68* | . |
| 19 | COc1ccccc1Cn1cccc1C=O | 18% | 5% | -9% | 0% | 0% | -39 | -21% |
| 20 | C=CCNC(=O)NC(=O)COC(=O)C(C)Oc1ccc(Cl)cc1Cl (stereo not drawn) | 2% | -6% | 5% | -13% | 4% | -18 | -12% |
| 21 | COc1ccc(NS(=O)(=O)c2ccc(NC(=S)NCC3CCCO3)cc2)cc1 (stereo not drawn) | 8% | -12% | ? | -6% | -5% | 19 | 0% |
| 22 | COCCCn1c(SCC(=O)Nc2ccc(C(=O)OC)cc2)nc2ccccc2c1=O | ? | 5% | -13% | 1% | 7% | -21 | 167%[activator] |
| 23 | Cc1ccc2c(=O)n(-c3cccc(Cl)c3)c(=O)[nH]c2c1 | . | 1% | . | 13% | . | 39 | . |
| 24 | CCCN(c1ccc(C(C)C)cc1)S(=O)(=O)c1ccc2c(c1)CCN2C(=O)CC | . | 8% | . | 2% | . | -11 | . |
| 25 | COC(=O)c1c(NC(=O)C2CCC2)sc(C(=O)N(C)C)c1C | -3% | 1% | -3% | 3% | 3% | 17 | -6% |
| 26 | COCC(C)NS(=O)(=O)c1ccccc1 (stereo not drawn) | 7% | -17% | 25% | 2% | 0% | ? | -8% |
| 27 | Cc1cc([N+](=O)[O-])ccc1NCc1ccc2c(c1)OCCO2 | -19% | 1% | 10µM* | 2% | 6% | 59 | -33% |
| 28 | CCC1CCCCN1CCCNC(=O)C1CCC(CNS(=O)(=O)c2c(C)cc(C)cc2C)CC1 (stereo not drawn) | 25% | 2% | -28% | 1% | 3% | -17 | 140%[activator] |
| 29 | CCOc1ccc(OCc2nnc(SCC(=O)NC3CCS(=O)(=O)C3)n2-c2ccc(Cl)cc2)cc1 (stereo not drawn) | -3% | -3% | -20% | 3% | 0% | -19 | 339%[activator] |
| 30 | O=C(CCSCc1ccccc1F)NCCc1ccccc1 | -6% | -3% | 5% | 6% | -1% | 66 | -20% |
| 31 | Cc1ccc(Cl)c2c1=NC(=O)C=2c1[nH]c(=S)[nH]c1O | 7% | -5% | 5% | -3% | -18% | -37 | -20% |
| 32 | Fc1ccccc1-c1cc2ccccc2cn1 | 1% | -9% | 13% | 4% | . | -6 | 1% |
| 33 | CC(=O)c1ccc(OC2(C)CCN(CCOc3ccc(C)cc3)C2)cc1 (stereo not drawn) | 15% | 2% | . | . | . | -12 | . |
| 34 | CCOc1ccc(C(=O)NC2CCN(S(=O)(=O)CC)CC2)cc1 | -5% | -12% | 8% | -16% | -1% | -12 | -10% |
| 35 | N#Cc1c(N)n(CCOC(=O)c2cccc([N+](=O)[O-])c2)c2nc3ccccc3nc12 | 39%[activator] | -1% | -16% | 0% | -1% | -16 | -19% |
| 36 | Cc1ccc(NC(=O)CSCC(=O)Nc2ccc(S(=O)(=O)N3CCOCC3)cc2)cc1 | -11% | -17% | -22% | 6% | -6% | 8 | -18% |
| 37 | Nc1nnnn1/N=C/c1ccccc1Cl | 7% | 4% | . | . | . | -9 | . |
| 38 | O=[N+]([O-])c1ccc(-c2c(-c3ccccc3)ncc3cc(F)ccc23)cc1 | -26% | -5% | ? | -1% | . | -35 | -41% |
| 39 | CC1=C(c2ccc(C)cc2)S(=O)(=O)NC1=NCCCN1CCN(c2ccccc2F)CC1 | . | -5%[15.4 µM] | . | 21% | . | ? | . |
| 40 | O=C1/C(=C/c2ccc(O)c(O)c2)SC(=S)N1Nc1ccccc1 | ? | -31% | ? | 2% | -2% | . | 25µM* |
| 41 | Cc1ccc(OCCNS(=O)(=O)c2cccs2)cc1 | -5% | 1% | -11% | ? | 5% | 9 | -27% |
| 42 | COC(=O)N/N=C/c1cc(Cl)cc(Cl)c1OCc1ccccc1 | -7% | -6% | -2% | -7% | -7% | -10 | -27% |
| 43 | CC12CCC3C(CC=C4CC(O)CCC43C)C1C/C(=C\N1CCCC1)C2=O (stereo not drawn) | . | . | . | -8% | 7% | . | -12% |
| 44 | COc1ccc(C(=O)Nc2cccc(C)c2)cc1S(=O)(=O)N1CCOCC1 | 6% | -4% | ? | -1% | 1% | -4 | 63%[activator] |
| 45 | C[C@H]1CN([C@@H](C)CO)C(=O)CCCn2cc(nn2)CO[C@@H]1CN(C)S(=O)(=O)c1ccc2c(c1)OCCCO2 | 19% | 0% | . | . | . | -7 | . |
| 46 | COc1ccc(CC(=O)Nc2ccc(-c3nnc(-c4ccc(C)cc4)o3)cc2)cc1 | 27% | -7% | -29%&-7% | -13% | 3% | -63* | -12% |
| 47 | Cc1cc(C(=O)Nc2cccc(F)c2)c2c(C)nn(-c3cccc(Cl)c3C)c2n1 | . | 0% | . | 4% | . | -27 | . |
| 48 | CN(C)CCn1c(=S)[nH]c2ccc(Cl)cc2c1=O | 7% | -7% | 2% | 1% | 4% | 44 | -14% |
| 49 | c1ccc(Cn2nnnc2CN2CCCC2)cc1 | -4% | -7% | -7% | ? | -1% | -7 | -20% |
| 50 | COc1ccc(C=NNC(=O)c2cc(C)oc2C)cc1O | -5% | -9% | ? | . | . | -33 | -20% |
| 51 | O=c1cc(S(=O)(=O)Cc2ccccc2)[nH]c(=O)[nH]1 | 0% | 0% | -11% | . | . | -31 | . |
| 52 | Cc1ccc(CNC(=O)c2c(-c3ccccc3F)noc2C)o1 | . | -6% | . | 1% | . | -4 | . |
| 53 | COc1ccccc1CCNC(=O)c1ccc2c(c1)c(C)c(C)n2Cc1ccc(Cl)cc1 | . | -3%[15.4 µM] | . | 4% | . | 0 | . |
| 54 | Cc1cc(C)c(S(=O)(=O)N2CCCC(C(=O)NCc3ccccn3)C2)c(C)c1 (stereo not drawn) | 24% | 16% | 8% | 0% | 0% | -12 | 67%[activator] |
| 55 | Cn1c(CCC(N)=O)nnc1SCC(=O)Nc1ccccc1C(=O)NC1CC1 | -8% | -4% | 11% | -1% | . | 47 | -15% |
| 56 | Cc1ccc(-c2nnc(Nc3ccc(C(=O)N(C)C)cc3)c3ccccc23)cc1S(N)(=O)=O | -1% | 0% | 0% | -4% | 1% | -17 | 12% |
| 57 | COCCCn1c(=O)c2sccc2n2c(CCCC(=O)N3CCN(c4ccccn4)CC3)nnc12 | -1% | -3% | -2% | 3% | -1% | -24 | 0% |
| 58 | CCCCc1ccc(NC(=O)C2(C)Cc3ccccc3C(=O)O2)cc1 (stereo not drawn) | . | -1% | . | 5% | . | 3 | . |
| 59 | Cc1cc(C)c(NC(=O)CSc2nc3[nH]ncc3c(=O)[nH]2)c(C)c1 | 11% | -1% | 9% | 3% | 2% | ? | -27% |
| 60 | CCN(CC(=O)NCc1cccs1)C(=O)C1CC(=O)N(c2ccc(OC)cc2OC)C1 (stereo not drawn) | 0% | 5% | -15% | ? | . | 4 | -7% |

(more compounds)
| nr | SMILES | AMA1-RON2 inh | TbPYK inhibitor | HCV inhibitor | AmpC inh detg | LmPK inhibitor | HCMV antiviral | AmpC inh no detg |
| --- | --- | --- | --- | --- | --- | --- | --- | --- |
| 61 | CC1=C(C(=O)N2CCOCC2)CC(CC(=O)NCc2cccc3ccccc23)C(=O)N1CCC1=CCCCC1 (stereo not drawn) | 10% | -3% | . | . | . | -7 | . |
| 62 | O=C(COC(=O)CN1C(=O)c2ccccc2C1=O)Nc1ncc(Cl)cc1Cl | -8% | -2% | 14% | ? | 1% | -2 | -40% |
| 63 | O=C(CN1CCCN(S(=O)(=O)c2ccc(Br)cc2)CC1)Nc1cccc(C(F)(F)F)c1 | . | 0% | . | 2% | . | 1 | . |
| 64 | CC(C)(C)c1ccc(S(=O)(=O)NCC(=O)Nc2sc3c(c2C(N)=O)CCCC3)cc1 | 36%[activator] | -4% | -4% | 2% | 5% | 90 | -34% |

Screening data as filed in PubChem BioAssay.
